Source: PubChem (several laboratories)
BioA inh: inhibitors of Mycobacterium tuberculosis BioA enzyme; purified M. tuberculosis BioA enzyme, plate reader; inhibition, % at 9.99 µM; hit rate 0.096% among 360,000; in the data active = inhibition above about 40%; inconclusive = no clear call, values can overlap the other calls
BoNT F protease: blocks Botulinum neurotoxin F light chain protease; Multiplex microsphere protease cleavage assay, flow cytometry; inhibition, % at 10 µM; hit rate 0.22% among 360,000; AID 588497; in the data active = inhibition above about 35%, passing the limit was not always enough; inconclusive = no clear call, values can overlap the other calls; also: plate controls were buffer without enzyme for full effect and enzyme alone for no effect
PfHsp40 rescue: compounds rescuing yeast from Plasmodium falciparum HSP40 toxicity | S. cerevisiae expressing PfHsp40, growth rescue, ATP luminescence | growth rescue, % at 12.5 µM | hit rate 0.68% among 340,000 | AID 504582; in the data active = growth rescue above about 28%, passing the limit was not always enough; inconclusive = no clear call, values can overlap the other calls;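 also: yeast W303a lacking pdr1 and pdr3 grown in galactose medium; growth measured after three days at 30 °C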
Mtb UGM inh: inhibitors of M. tuberculosis UDP-galactopyranose mutase | purified UGM, fluorescence polarization probe displacement | inhibition, % at 10 µM | hit rate 0.06% among 320,000 | AID 504406; in the data active = inhibition above about 10%, passing the limit was not always enough; inconclusive = no clear call, values can overlap the other calls
Target sequence (P9WIQ1 whole entry, looked up): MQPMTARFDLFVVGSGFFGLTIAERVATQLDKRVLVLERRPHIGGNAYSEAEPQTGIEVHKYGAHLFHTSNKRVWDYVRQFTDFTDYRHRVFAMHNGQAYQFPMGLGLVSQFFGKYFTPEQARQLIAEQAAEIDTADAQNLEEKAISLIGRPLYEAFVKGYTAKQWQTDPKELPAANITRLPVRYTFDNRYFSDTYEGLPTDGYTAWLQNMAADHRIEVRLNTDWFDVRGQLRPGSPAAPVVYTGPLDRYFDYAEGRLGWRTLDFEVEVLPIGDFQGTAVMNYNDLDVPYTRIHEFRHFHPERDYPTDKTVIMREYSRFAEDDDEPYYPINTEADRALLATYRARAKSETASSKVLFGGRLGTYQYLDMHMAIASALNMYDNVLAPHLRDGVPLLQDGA
FBA Mtb inh: inhibitors of M. tuberculosis fructose-bisphosphate aldolase. inhibition, % at 1 µM. P9WQA3. purified M. tuberculosis FBA, fluorescence read-out. hit rate 2.3% among 360,000. AID 588726; in the data active = inhibition above about 27%;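 also: 0% = vehicle and 100% = reference inhibitor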
Target sequence (P9WQA3 whole entry, looked up): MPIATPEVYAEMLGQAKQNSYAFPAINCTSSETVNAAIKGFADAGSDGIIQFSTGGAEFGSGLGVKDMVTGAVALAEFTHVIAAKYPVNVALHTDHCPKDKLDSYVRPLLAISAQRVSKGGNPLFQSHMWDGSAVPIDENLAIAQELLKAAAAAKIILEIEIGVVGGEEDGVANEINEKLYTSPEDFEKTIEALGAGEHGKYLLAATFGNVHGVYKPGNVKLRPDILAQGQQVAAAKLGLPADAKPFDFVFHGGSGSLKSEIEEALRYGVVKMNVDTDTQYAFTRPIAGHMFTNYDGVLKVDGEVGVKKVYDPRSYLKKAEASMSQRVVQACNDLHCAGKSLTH
GDH-TPI inh: inhibits GDH-TPI coupling enzymes, artifact for Mtb FBA screen | inhibition, % at 4.8 µM | GDH-TPI coupled enzyme counterscreen, NADH absorbance | hit rate 1.2% among 360,000; in the data active = inhibition above about 30%;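 also: 0% = DMSO wells and 100% = wells lacking the enzyme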
FadD28 binding: blocks FadD28 binding to the bisubstrate probe; fluorescence polarization; inhibition, % at 12.5 µM; hit rate 0.22% among 360,000; AID 588549; in the data active = inhibition above about 8.5%, passing the limit was not always enough; inconclusive = no clear call, values can overlap the other calls
Anthrax LF inh2: blocks Bacillus anthracis lethal factor protease; AID 588501; inhibition, % at 10 µM; multiplex microsphere protease cleavage assay, LF; hit rate 0.12% among 360,000; P15917; also: plate controls were buffer without enzyme for full effect and enzyme alone for no effect
BoNT A protease: BoNT A light chain protease inhibition; multiplex microsphere protease substrate cleavage, flow cytometry; inhibition, % at 10 µM; hit rate 0.17% among 360,000; also: plate controls were buffer without enzyme for full effect and enzyme alone for no effect
Numbers without * were called inactive; ? = inconclusive; . = no result given. Rule as the data show it, unless noted: active = inhibition above about 30%; inconclusive = no clear call, values can overlap the other calls; inactive = below that.

SMILES	BioA inh	BoNT F protease	PfHsp40 rescue	Mtb UGM inh	FBA Mtb inh	GDH-TPI inh	FadD28 binding	Anthrax LF inh2	BoNT A protease
O=C(NC1CCCC1)C(=O)N(c1ccccc1F)C(C(=O)NCC1CCCO1)c1cccs1 (stereo unspecified)	0.9	-4	-0.3	-2.4	-1	0	-1.4	-1	-0.5
COc1ccc(/C=C/C(=O)c2cc(Cl)ccc2O)c(OC)c1	.	-8	-0.7	-1.6	-5	5	-3.8	-12	-0.8
CCN(CC)S(=O)(=O)c1ccc(N2CCOCC2)c(NC(=O)c2ccco2)c1	1.9	-1	-0.1	-4.5	1	3	-1.1	1	-0.1
CCN1C[C@@H]2[C@@H]3C(=O)N(Cc4ccccc4)C(=O)[C@@H]3[C@](C)(C1=O)N2C(=O)c1ccc(C(C)(C)C)cc1	0.0	5	0.8	.	-2	4	-3.6	4	-0.1
CC(=O)NC1CC2CCCC(C1)N2C(=O)Nc1cccc(C)c1 (stereo unspecified)	0.6	-20	-0.8	.	-2	-3	-2.9	-8	-2.9
Cc1cccc(NC(=O)CSc2ncnc3sc(C)cc23)c1	0.7	-6	0.5	-0.2	-5	5	-3.4	-5	-3.4
COc1ccc(NC(=O)C2(C)CCN2C(=O)c2ccc(C(C)(C)C)cc2)cc1OC (stereo unspecified)	-1.5	1	.	.	4	13	-1.1	2	-0.1
CCOC(=O)c1nnn(-c2nonc2-n2cccc2)c1C	-0.7	?	-1.0	1.3	1	-3	-1.9	-5	0.6
CNC(=O)N(C1=NCC(C)S1)c1ccc(F)cc1F (stereo unspecified)	0.2	-5	-0.3	-1.0	-2	14	-2.4	-3	?
COc1ccc2c(c1)c(C(=O)CNc1nc(C)cs1)c(C)n2C	0.0	?	0.1	0.4	16	7	1.5	-4	1.2
CC(C)(C)OC(=O)C[C@@H]1C/C=C\C[C@H](CC(=O)N[C@H](CO)Cc2ccccc2)C(=O)N[C@H](C(C)(C)C)COC1=O	0.8	-3	0.6	.	-1	2	-1.1	-8	-0.8
Cc1ccc(S(=O)(=O)N2CCN(c3ccc([N+](=O)[O-])cn3)CC2)cc1	.	?	-1.4	-1.4	-2	-2	-3.7	-18	?
Cn1cnnc1SCNC(=O)C(F)(F)F	.	-11	-1.1	0.2	3	5	0.2	0	-1.1
O=[N+]([O-])c1ccc(Cl)c(S(=O)(=O)/N=C(/Nc2cccnc2)c2ccccc2)c1	7.2	-2	-0.6	0.8	-2	4	-0.4	-9	-0.3
CCOC(=O)c1c(C)n(C)c2ccc(OC(C)=O)cc12	-0.2	15	0.7	0.9	-4	-2	-5.0	-1	0.3
CCOC(=O)C1CCN(CC(=O)Nc2ccc(S(=O)(=O)N3CCC(C)CC3)cc2)CC1	.	14	-2.1	0.4	0	6	-3.7	-9	-2.0
CCN(CC)C(=O)/C(=C\c1ccncc1)NC(=O)c1ccccc1	.	-2	-0.3	-0.1	-2	3	1.2	0	0.2
COc1ccc(NS(=O)(=O)c2cccc(C(=O)O)c2)cc1	-0.1	-10	-0.4	-0.8	2	4	-0.4	1	-0.1
CN(c1ccccc1C(=O)N1CCc2ccccc2C1)S(C)(=O)=O	1.4	0	-1.0	0.0	3	-5	-0.7	-4	-0.2
O=C(OC1CCCCC1=O)c1cccc(S(=O)(=O)N2CCOCC2)c1 (stereo unspecified)	-1.1	-6	-1.9	-0.2	-1	0	0.5	-3	-2.8

Random excerpt: three records from the list, in no set order.
SMILES	BioA inh	BoNT F protease	PfHsp40 rescue	Mtb UGM inh	FBA Mtb inh	GDH-TPI inh	FadD28 binding	Anthrax LF inh2	BoNT A protease
CN(c1ccccc1C(=O)N1CCc2ccccc2C1)S(C)(=O)=O	1.4	0	-1.0	0.0	3	-5	-0.7	-4	-0.2
Cc1cccc(NC(=O)CSc2ncnc3sc(C)cc23)c1	0.7	-6	0.5	-0.2	-5	5	-3.4	-5	-3.4
COc1ccc(/C=C/C(=O)c2cc(Cl)ccc2O)c(OC)c1	.	-8	-0.7	-1.6	-5	5	-3.8	-12	-0.8

New compounds follow:
SMILES	BioA inh	BoNT F protease	PfHsp40 rescue	Mtb UGM inh	FBA Mtb inh	GDH-TPI inh	FadD28 binding	Anthrax LF inh2	BoNT A protease
Cc1ccccc1C#N	-0.8	3	-1.7	0.9	3	2	-0.3	4	-0.1
Cc1nc2cc(NC(=O)Nc3ccc(N4CCOCC4)cc3)ccc2n1C	0.5	-40	-0.3	4.2	-1	0	0.4	-11	-0.9
O=S1(=O)C[C@@H](N2CCC(Cc3ccccc3)CC2)[C@H](COCc2ccccc2)N1	-0.9	-11	.	.	1	-7	-2.8	-4	-1.2
CCOc1cc(CNCCc2ccc(S(N)(=O)=O)cc2)ccc1OCc1ccccc1	3.8	-18	-1.2	-1.3	1	-1	-3.9	-2	-4.9
CCOc1ccccc1NC(=O)CN1CCC(C(=O)c2ccc(OC)cc2)CC1	0.2	6	-1.6	0.6	0	10	-2.5	4	0.2
COc1ccccc1C1CC(c2ccccc2)Nc2ncnn21 (stereo unspecified)	5.9	-1	0.7	-0.4	4	11	-0.3	-3	-0.6
Cc1c(O)ccc(/C(Cc2ccc3ccccc3n2)=N\O)c1O	.	4	1.2	0.2	1	-3	-6.7	-8	0.5
CCN(CC)C(=S)SCC(=O)c1ccc(Br)cc1	5.4	2	4.2	0.3	-5	-3	-1.7	-1	-0.6
CON(C)S(=O)(=O)c1cccc(C(=O)Nc2ccc(S(=O)(=O)NC3=NCCCCC3)cc2)c1	0.2	2	-0.7	.	1	2	-2.6	-1	4.8
C(=N\n1cnnc1)/c1cn(-c2cccs2)nc1-c1ccccc1	0.3	11	1.7	0.4	8	9	-8.5	5	1.5
Cc1cc(Nc2cccc(Cl)c2C)n2ncnc2n1	-1.4	-15	0.2	-1.6	7	13	-1.6	4	-0.7
C[N+]12CCC(CC1)C(C(O)(c1cccc(Cl)c1)c1cccc(Cl)c1)C2 (stereo unspecified)	2.1	?	-0.4	1.6	0	7	-6.1	3	-1.5
Cc1ccc(NC(=O)Cn2c(=O)cnc3ccccc32)cc1S(=O)(=O)N(C)C	.	2	1.8	-2.2	4	1	-4.9	2	2.6
CC(=O)NCCc1ccc(C(=O)COC(=O)c2cc(C)oc2C)cc1	-0.2	-1	4.8	-0.3	-2	11	-4.4	2	-0.2
CC1(c2ccc([N+](=O)[O-])cc2)NC(=O)N(CC(=O)c2ccc3c(c2)OCO3)C1=O (stereo unspecified)	0.9	?	0.8	1.5	0	10	-1.1	-3	1.8
CC(C)Oc1cc(F)ccc1-c1cc(C(=O)NCc2cccnc2)[nH]n1	3.0	2	.	.	4	18	-2.5	1	-0.6
COc1ccc(CC(NC(C)=O)C(=O)NC2CCN(c3nc(C)cc(C)c3C#N)CC2)cc1 (stereo unspecified)	.	-6	1.2	-3.7	19	4	0.8	0	0.5
CCSc1cc(C2C(C#N)=C(N)Oc3n[nH]c(C)c32)c(C)o1 (stereo unspecified)	-0.1	0	-1.8	-1.8	3	-4	-4.7	-1	-0.4
Cc1ccccc1N(C(=O)Cn1nnc2ccccc21)C(C(=O)NCc1ccco1)c1ccncc1 (stereo unspecified)	4.8	-1	1.0	3.0	0	4	0.4	0	-0.1
O=C1OC(c2ccccc2)=N/C1=C/c1cccc(OC(=O)c2cccs2)c1	0.6	2	-1.6	2.5	1	6	0.1	-2	-0.5
CCN1CCN(S(=O)(=O)c2cnc(Cl)c(Br)c2)CC1	.	-7	-0.1	0.9	-3	2	-0.7	0	-0.9
CNC(=O)C1CC(=O)N(c2ccc(OCC(=O)NCc3ccccc3)cc2)C1 (stereo unspecified)	-3.7	-3	0.4	1.8	1	-4	-1.5	-3	0.3
CCn1c(SCC(=O)Nc2ccccc2)nnc1C1CCCCC1	.	-4	-2.3	1.9	3	9	-0.7	-3	-1.3
O=C(O)c1cccc(Nc2ccc([N+](=O)[O-])cn2)c1	3.2	6	-0.2	4.0	-4	12	-0.9	-12	-2.7
Cc1cccc(-c2onc3ccc(C4(C)OCCO4)cc23)c1	-4.7	13	-0.2	-1.0	-2	14	-0.6	-1	1.1
C=CCNC(=O)c1ccc2c3n(nc2c1)-c1ccccc1CO3	-0.5	-2	-2.6	-1.8	18	10	-0.4	-4	0.0
CN1CCN(CP(=O)(N2CCOCC2)N2CCOCC2)CC1	-1.0	-22	1.1	0.0	-1	14	-4.4	4	-1.1
CC(Oc1ccccc1)C(=O)Nc1nnc(S(=O)(=O)N2CCCCC2)s1 (stereo unspecified)	0.0	-5	4.8	-1.9	-1	3	0.6	2	0.7
Cc1cc(C)cc(N(CC(=O)NCc2ccccc2)C(=O)CCC(=O)Nc2ccccn2)c1	-0.9	-4	0.2	7.8	0	3	.	-1	-1.6
Cc1cccc(Nc2nnc(SCC(=O)c3c(N)n(C4CC4)c(=O)[nH]c3=O)s2)c1C	0.1	3	1.2	-0.6	-1	0	-0.9	-3	0.8
CCOC(=O)c1sc(NC(=O)CSc2nccc(C)n2)nc1C	.	1	-0.1	0.1	-4	0	-5.1	1	0.0
COc1ccc(C(=O)N2CCN(C3CCCCC3)CC2)cc1OC	0.0	.	-1.0	3.3	0	11	-0.1	.	.
O=C(COc1ccc2ccccc2c1)NCC1CCCO1 (stereo unspecified)	.	6	0.5	-1.8	.	.	.	-2	-0.2
COc1ccc(C)cc1NC(=O)CCNS(=O)(=O)c1ccc2c(c1)CC(C)N2C(C)=O (stereo unspecified)	-1.6	0	0.0	2.9	0	-2	-4.8	-4	0.4
O=C(NC1(C(F)(F)F)Oc2ccccc2O1)N1CCCC1	-0.5	0	-1.5	0.4	-3	10	1.3	0	-1.4
Cc1cc(S(=O)(=O)N2CCCOC2CNC(=O)C(=O)NCc2ccco2)ccc1F (stereo unspecified)	.	-5	0.2	0.0	-2	10	-0.3	0	-0.2
Cn1ccc2c(N3CCCC3)cc3c(c21)C1CCC3O1 (stereo unspecified)	-2.0	-19	.	.	1	.	1.3	-20	-0.2
Cc1ccc(S(=O)(=O)N2CCN(C(=O)C3CCCO3)CC2)cc1C (stereo unspecified)	-0.4	2	-1.4	1.6	-2	-4	-3.2	-2	-0.7
CCOC(=O)/C=c1\s/c(=C(\C#N)C(=O)OCC)n(-c2ccccc2)c1=O	-0.5	-13	-0.9	1.2	2	3	-4.2	-1	0.3
CC(=O)Nc1ccc(S(=O)(=O)N(C)CC(=O)N/N=C/c2ccncc2)cc1	-0.4	9	-1.5	3.0	-2	10	0.1	0	-1.2
CCCc1[nH]n(-c2ccc([N+](=O)[O-])cc2)c(=O)c1C=NCCc1c[nH]c2ccccc12	.	5	0.0	0.5	5	8	-4.5	0	0.5
CCc1nc2cc3sc(CC)nc3cc2s1	-0.3	1	1.4	2.2	1	3	-1.3	1	0.0
O=C(c1ccccc1)c1ccc(-n2cnnc2)c([N+](=O)[O-])c1	0.5	-1	1.1	-0.3	-6	-14	-3.5	0	-0.8
Cc1ccc(S(=O)(=O)N2CCOCC2)cc1C(=O)Nc1ccc(N2CCCCCC2)cc1	-1.0	.	0.3	.	1	1	2.8	.	.
Cc1ccc(NC(=O)c2cnc(SCC(=O)NCC3CCCO3)n(C)c2=O)cc1C (stereo unspecified)	-0.7	-2	1.2	-0.4	2	22	-0.5	-6	-2.0
Oc1c(Br)cc(/C=N/NC(=S)NCc2ccco2)cc1Br	.	-6	0.7	2.6	11	33*	4.3	-4	-0.5
Cc1oc(-c2ccccc2Cl)nc1CN1CCCN(C(=O)c2ccco2)CC1	-0.5	-5	0.2	4.9	2	1	0.4	0	-0.3
CC1(C(=O)NS(=O)(=O)c2ccc(C#N)cc2)CCN1C(=O)CCC1CCCC1 (stereo unspecified)	1.3	-3	.	.	-1	5	-1.2	-8	-0.4
Cc1cc2c(N)cccc2nn1	2.6	-3	-1.4	-0.9	-6	15	2.5	-1	-2.7
